Source: PubChem (The Scripps Research Institute Molecular Screening Center)
FBW7 act: activators of human E3 ligase FBW7. AlphaScreen FBW7–phospho-cyclin E peptide binding, activator screen. actives 0.13% (n = 650,000). Q969H0. normalized activity (activation), % at 26.1 µM. AID 1259310; in the data active = normalized activity above about 1.9%;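 also: purified mutant Fbw7 with reduced substrate affinity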
MITF primary: blocks human microphthalmia-associated transcription factor. O75030. AlphaScreen MITF homodimerization, bead proximity signal. inhibition, % at 2.6 µM. actives 0.91% (n = 650,000). AID 1259374; in the data active = inhibition above about 50%;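 also: 0% = vehicle wells with protein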
Target sequence (O75030 whole entry, looked up): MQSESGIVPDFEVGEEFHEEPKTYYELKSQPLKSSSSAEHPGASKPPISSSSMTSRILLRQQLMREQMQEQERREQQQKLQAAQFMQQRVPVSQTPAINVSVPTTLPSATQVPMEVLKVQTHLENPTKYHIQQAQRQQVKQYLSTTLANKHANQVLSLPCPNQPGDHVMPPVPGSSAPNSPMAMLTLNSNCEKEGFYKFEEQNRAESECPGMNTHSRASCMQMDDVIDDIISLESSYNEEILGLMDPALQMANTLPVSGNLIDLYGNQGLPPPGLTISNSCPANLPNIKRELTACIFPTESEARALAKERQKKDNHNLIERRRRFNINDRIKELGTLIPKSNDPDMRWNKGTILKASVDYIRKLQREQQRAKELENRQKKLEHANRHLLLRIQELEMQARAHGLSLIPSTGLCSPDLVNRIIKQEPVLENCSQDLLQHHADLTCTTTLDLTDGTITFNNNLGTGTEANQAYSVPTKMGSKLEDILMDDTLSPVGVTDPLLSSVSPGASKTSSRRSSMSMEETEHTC
GPR151 ag: activators of human GPR151 | Q8TDV0 | PathHunter beta-arrestin GPR151 cells, luminescence | activation, % at 11.2 µM | actives 1% (n = 650,000); in the data active = activation above about 4.9%;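 also: 0% = median of compound wells and 100% = cells with positive control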
Target sequence (Q8TDV0 whole entry, looked up): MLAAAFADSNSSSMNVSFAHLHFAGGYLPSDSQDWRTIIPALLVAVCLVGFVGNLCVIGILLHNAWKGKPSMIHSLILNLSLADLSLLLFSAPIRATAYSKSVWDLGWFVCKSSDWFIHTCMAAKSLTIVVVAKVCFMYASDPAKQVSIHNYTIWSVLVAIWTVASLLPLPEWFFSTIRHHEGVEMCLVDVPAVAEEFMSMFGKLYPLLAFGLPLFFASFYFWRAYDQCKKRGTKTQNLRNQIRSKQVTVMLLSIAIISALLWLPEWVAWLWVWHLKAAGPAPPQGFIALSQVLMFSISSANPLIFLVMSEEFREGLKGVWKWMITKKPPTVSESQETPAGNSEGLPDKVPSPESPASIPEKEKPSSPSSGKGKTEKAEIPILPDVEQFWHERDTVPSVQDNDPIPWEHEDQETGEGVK
TEAD-YAP block: TEAD-YAP interaction inhibition; HEK-TIYL cells, TEAD-Gal4/YAP UAS-luciferase luminescence; inhibition, % at 9.12 µM; actives 1.4% (n = 640,000); in the data active = inhibition above about 32%;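 also: 0% = median of test compound wells and 100% = reference inhibitor wells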
Starred values were filed as active, the others as inactive; / = not tested or not shown; & = joins results of further samples. Hits appear at their usual frequency; about 3.4% have a hit in one of these screens.

canonical_smiles	FBW7 act	MITF primary	GPR151 ag	TEAD-YAP block
O=C(N/N=C/c1cccnc1)C1=NNC(=O)C1CCO (stereo not given)	0.2	3.2	0.5	12.0
COc1ccc(/C=C(/C#N)C(=O)NC2CCCCC2)cc1Br	-0.1	7.3	1.7	7.2
COc1ccc(C(=O)N2CCc3ccc(NC(=O)c4ccccc4Cl)cc3C2)o1	-0.1	2.6	1.1	18.4
COc1ccc(-c2nc(NCc3cccnc3)c3ncn(Cc4ccc(C(F)(F)F)cc4)c3n2)cc1	0.0	0.0	-0.7	-1.9
COC(=O)c1ccc(CC2(C)C(=O)Nc3ccccc32)o1 (stereo not given)	0.1	0.7	-0.1	0.5
Cc1occc1-c1nnc(SCC(=O)NC(C)(C)C)n1Cc1ccccc1	-0.1	8.5	-0.4	5.3
O=C(Cn1c(=O)sc2ccccc21)Nc1ccc(O)cc1	0.0	3.0	1.0	2.2
C=CCN1C(=O)/C(=C\c2ccc(-c3ccc(C(=O)O)cc3)o2)C(=O)NC1=S	-0.1	17.2	0.1	0.2
COc1ccc(Cl)cc1/C=C1\C(=O)N(c2ccccc2)N=C1C	0.1	9.6	0.6	1.7
CC(=O)N(C)c1ccc(OCC(O)COc2ccc(N(C)C(C)=O)cc2)cc1	0.2	19.9	-1.5	4.4
CNC(=O)c1ccccc1Nc1cc(Nc2ncccc2C)ncc1C(F)(F)F	0.0	35.8	-2.5	39.9*
COC(=O)c1ccccc1S(=O)(=O)N1CCCC(CO)(Cc2cccc(Cl)c2)C1 (stereo not given)	0.7	14.7	-1.7	-2.3
CC(C)C(=O)Nc1ccc(Br)cc1C(=O)O	-0.1	9.2	0.9	11.1
CN(Cc1ccsc1)C(=O)CC1(c2ccccc2Cl)CC(=O)N(C)C1=O (stereo not given)	-0.2	2.6	0.6	-4.1
CCOc1c(Br)cc(C(=O)NNC(=O)CCC2CCCC2)cc1OC	0.1	6.6	-0.6	11.1
Cc1cc(C)n(-c2nn3c(=O)c4c(-c5ccccc5)csc4nc3c3ccccc23)n1	0.0	-4.1	-1.1	8.8
N/C(=N\OC(=O)c1ccccc1F)c1cccc([N+](=O)[O-])c1	-0.1	-7.1	2.4	-21.9
COC(=O)c1ccc(-c2csc(NC(=O)c3ccc(S(=O)(=O)N4CC5(C)CC4CC(C)(C)C5)cc3)n2)cc1 (stereo not given)	-0.1	-1.5	-1.6	-10.9
CCOc1ccc(N(C(C)C(=O)Nc2cc(C)ccc2C)S(C)(=O)=O)cc1 (stereo not given)	0.4	14.2	1.3	4.3
Cc1cc(NC(=O)CSc2nc3ccccc3c(=O)n2CCCC(=O)N2CCCC2)no1	0.2	12.8	4.4	7.8
NC(=O)CSc1ncnc2c1cnn2-c1ccc(F)cc1	0.1	1.6	-1.3	-37.2
O=c1c2cc(N3CCOCC3)ccc2nc(SCc2ccccc2Cl)n1Cc1ccccc1	0.0	4.7	-1.5	-19.0
COc1cccc(C2C(C(=O)Nc3ccccn3)=C(C)Nc3nnnn32)c1OC (stereo not given)	-0.1	11.3	0.8	-40.4
CCOCCOC(=O)C1=C(C)NC2=C(C(=O)CC(c3ccc(OC)cc3)C2)C1c1cc(Br)c(O)c(OCC)c1 (stereo not given)	0.1	0.2	-0.9	6.0
CO[C@@H]1COC(=O)[C@H](C)COC(=O)[C@@H]2CCCN2C(=O)C/C=C/[C@H]1C	0.6	-22.0	1.5	/

(cont.)
canonical_smiles	FBW7 act	MITF primary	GPR151 ag	TEAD-YAP block
CC(C)NC(=O)c1nn(C)c(=O)c2ccccc12	-0.2	-4.7	-0.4	-3.6
CC1(C)CC(=O)C(C=Nc2ccc(S(=O)(=O)Nc3nccs3)cc2)=C(O)C1	-0.1	3.5	3.0	-4.0
CNC(=O)CN(c1ccc(C)c(C)c1)S(=O)(=O)c1cc(C)ccc1OC	0.4	17.2	-2.4	4.4
CCC1=NN(C(=O)c2ccc(O)cc2)C(O)(c2ccc(OC)cc2)C1 (stereo not given)	-0.1	3.0	-2.4	-23.3
CCOC(=O)/C=C/C(=O)OCC(=O)Nc1ccc2c(c1)OCO2	0.1	7.6	0.2	5.1
Cc1ccc(S(=O)(=O)NCCN=Cc2ccc(N(C)C)cc2)cc1	0.1	1.4	-0.7	1.6
O=c1oc2ccccc2cc1-c1cn2ccccc2n1	0.1	0.7	-10.8	74.6*
CC(=O)Nc1ccc(NC(=O)CSc2ncnc3c2nnn3-c2ccc(C)cc2)cc1	0.3	15.0	3.1	16.8
CCOc1cc(/C=C(/C#N)c2nc3ccc(OC)cc3[nH]2)cc([N+](=O)[O-])c1O	-0.2	9.1	-1.8	-8.2
COC(=O)CNC(=O)CN1C(=O)NC2(CCC(C)CC2)C1=O (stereo not given)	0.2	5.3	0.6	3.6
Cc1nc(C(=O)N2CCc3c(cnc(C)c3CNC(=O)/C=C/c3cccs3)C2)cs1	-0.2	-5.2	1.0	-3.2
O=C(Nc1ccc(F)c(Cl)c1)/C(=C\c1ccc2c(c1)OCO2)NC(=O)c1ccccc1Cl	0.0	-4.3	0.4	-1.4
O=C(O)/C(=C\c1ccc(F)cc1)NC(=O)c1ccccc1	0.0	-11.2	-1.4	-5.0
CC(C)(C)NC(=O)NC(=O)Cn1ccsc1=N	-0.1	3.2	2.8	-0.1
COc1ccc(OC)c(C(O)CNC(=O)CN)c1 (stereo not given)	0.4&0.0&-0.1	3.0&-6.5&1.8	-0.6&1.0&-0.1	6.2
O=C1CC(c2ccccc2)=NN1c1ccc([N+](=O)[O-])cc1	-0.2	0.6	0.2	-3.9
CCOc1cc(C=O)ccc1OCC(=O)Nc1ccccc1OC(F)F	-0.1	-0.8	-0.5	-5.2
COc1ccc(C(=O)c2coc3ccc(C)cc3c2=O)cc1	0.1	-7.3	-0.8	-26.3
N#Cc1nc(COc2ccc(Cl)cc2)oc1N1CCCCC1	-0.5	15.4	-0.3	2.7
CCc1ccc(N(CC(=O)Nc2cccnc2)S(=O)(=O)c2ccc(C)cc2)cc1	-0.1	0.2	0.4	0.5
CCc1ccc(NC(=O)CSc2nc3ccccc3c(=O)n2CCCC(=O)NCCc2ccc(OC)c(OC)c2)cc1	-0.2	-9.5	1.3	10.2
CC(=O)Nc1ccc2nc(-c3cc(C)ccc3C)[nH]c2c1	0.8	15.9	-1.1	46.4*
COCCCNCCOc1ccc(C)cc1Br	0.0	15.5	2.3	-0.1
CCN1CCN(S(=O)(=O)c2cccs2)CC1	0.3	0.8	0.0	-1.0
CCCCCCc1ccc(C(=O)Nn2c(-c3cc(OC)c(OC)c(OC)c3)nc3ccccc3c2=O)cc1	-0.1	-6.6	-0.3	-6.3

(next part)
canonical_smiles	FBW7 act	MITF primary	GPR151 ag	TEAD-YAP block
COc1cccc(-n2nnc3c(=O)n(CC(N)=O)cnc32)c1	0.1	-1.9	-1.9	-0.2
CCOc1ccccc1OCC(=O)Nc1nnc(C)s1	0.0	-6.1	0.1	5.5
CC(C)(C)c1cnnn1-c1ccc(NC(=O)COc2ccccc2)cc1	-0.3	1.2	-1.0	-9.6
CC(=O)c1ccc(NC(=O)Nc2cccc(C(=O)O)c2)cc1	0.0	-1.3	4.0	51.3*
CCOC(=O)N/N=C/c1ccccc1Oc1nc(OC)cc(OC)n1	0.1	16.8	-1.6	-1.0
COc1cc(Nc2cccc(C(=O)NCc3cccnc3)n2)cc(OC)c1OC	0.2	4.2	-1.7	16.0
COc1cccc(CN2CCN(c3ccccn3)CC2)c1	-0.1	38.9	1.6	-9.8
CCOC(=O)CCC(=O)Nc1ccc(F)c(Cl)c1	0.4	19.0	2.1	11.6
COc1ccccc1Cc1nc(-c2ccc([N+](=O)[O-])cc2)no1	-0.2	14.5	-0.2	8.1
CCOc1ccc2nc(N3CCCC(NCCn4nc(C)cc4C)CC3)nc(C)c2c1 (stereo not given)	0.0	-15.3	-0.2	-6.7
O=C(Nc1cc(Oc2cccnc2)cc([N+](=O)[O-])c1)c1cc2nc(-c3ccco3)cc(C(F)(F)F)n2n1	-0.2	-10.0	1.0	-1.1
COc1cc(C(=O)Nc2ccc(NC(=O)C34CC5CC(CC(C5)C3)C4)cc2)cc(OC)c1OC	0.0	7.4	0.1	-4.0
NC(=O)C1CCN(C(=O)c2ccc(/C=C3/Sc4ccccc4NC3=O)cc2)CC1	0.1	1.0	-0.3	-2.7
COc1cc(Cc2ccc(NC(C)=O)c(OC)c2)ccc1NC(C)=O	0.9	-1.9	-0.1	2.8
C/C(=C\C(=O)c1ccccc1)Nc1cccc(Cl)c1	0.0	8.0	-1.0	-5.6
CCOc1ccccc1NC(=O)c1c(NC(=O)c2ccccc2)sc2c1CCC(C)C2 (stereo not given)	0.5	-0.7	-1.0	-3.4
CC(=O)c1cc(F)c(N2CCCCC2)cc1C	0.1	12.8	-0.2	-10.3
O=C(CN1CC(=O)Nc2ccccc21)NCCc1ccc(Cl)cc1	0.3	-4.2	2.2	15.1
COC(=O)c1ccccc1NC(=O)COC(=O)c1cccc(O)c1	0.0	2.2	-0.5	-2.3
COc1ccc2[nH]c(=O)c(CN(CCO)S(=O)(=O)c3c(C)cc(C)cc3C)cc2c1	-0.2	-7.5	-0.2	-24.2
CC(C)NC(=O)N1CCCC(c2nnc(-c3cccs3)o2)C1 (stereo not given)	-0.2	-7.1	0.4	-5.4
Cn1c(=O)c(=O)n(C)c2cc(S(=O)(=O)N3CCCC3)ccc21	-0.1	-7.0	2.6	-1.1
CC1=C(C(=O)OC(C)C)C(c2cccs2)C(C#N)=C(S)N1 (stereo not given)	0.2	-2.0	0.0	4.8
CC(=O)Nc1ccccc1C(=O)C(=O)Nc1cccc(C(=O)NCCC2=CCCCC2)c1	0.0	9.4	-1.3	-6.4
Cc1ccc2c(c1)sc(=NC(=O)c1cccs1)n2C	0.1	9.4	-8.6	74.1*

Only GPR151 ag, for seven of the compounds above:
Molecule | GPR151 ag
O=C(CN1CC(=O)Nc2ccccc21)NCCc1ccc(Cl)cc1 | 2.2
COC(=O)c1ccccc1NC(=O)COC(=O)c1cccc(O)c1 | -0.5
COc1ccc2[nH]c(=O)c(CN(CCO)S(=O)(=O)c3c(C)cc(C)cc3C)cc2c1 | -0.2
CC(C)NC(=O)N1CCCC(c2nnc(-c3cccs3)o2)C1 (stereo not given) | 0.4
Cn1c(=O)c(=O)n(C)c2cc(S(=O)(=O)N3CCCC3)ccc21 | 2.6
CC1=C(C(=O)OC(C)C)C(c2cccs2)C(C#N)=C(S)N1 (stereo not given) | 0.0
CC(=O)Nc1ccccc1C(=O)C(=O)Nc1cccc(C(=O)NCCC2=CCCCC2)c1 | -1.3

Full records as entered above:
O=C(CN1CC(=O)Nc2ccccc21)NCCc1ccc(Cl)cc1 is entered as FBW7 act = 0.3; MITF primary = -4.2; GPR151 ag = 2.2; TEAD-YAP block = 15.1
COc1ccc2[nH]c(=O)c(CN(CCO)S(=O)(=O)c3c(C)cc(C)cc3C)cc2c1 is entered as FBW7 act = -0.2; MITF primary = -7.5; GPR151 ag = -0.2; TEAD-YAP block = -24.2

(cont.)
canonical_smiles	FBW7 act	MITF primary	GPR151 ag	TEAD-YAP block
CC(Oc1ccccc1)C(=O)Nc1cccc2ccc(-n3cccc3)nc12 (stereo not given)	0.1	12.7	-1.5	-0.1
CCOC(=O)c1ccc2nc(C)c3c(c2c1)OC(CBr)C3 (stereo not given)	0.4	2.9	0.1	-2.9
CCc1ccc(Oc2coc3cc(OC(=O)c4ccco4)ccc3c2=O)cc1	0.2	10.6	-0.3	-8.2
CN(c1cccc(NC(=O)CCSc2ccccc2)c1)S(C)(=O)=O	0.3	17.3	-0.1	-15.5
NNC(=O)/C(=C\c1cccc([N+](=O)[O-])c1)NC(=O)c1ccc(Br)o1	0.2	20.6	0.8	-2.0
CC(C)N(Cc1nc(-c2ccccc2)no1)C(=O)c1cccc(I)c1	0.2	10.2	-0.4	-6.8
COCCNc1ccc2ncc(-c3ccc(OC)cc3OC)n2n1	0.0	3.3	0.2	-5.3
O=Cc1oc2ccc([N+](=O)[O-])cc2c1O	0.1	2.2	0.0	6.1
Nn1cnnc1N/N=C/c1cc(Br)ccc1O	-1.0	16.2	0.1	2.0
CCOC(=O)c1c(C)c(C(=O)NCc2ccccc2OC)c(C)n1CC	0.4	19.2	-0.1	-0.7
O=C(CCNS(=O)(=O)c1ccc(Br)cc1)NCc1ccco1	-0.1	-4.5	-0.5	-0.5
COc1cccc(CNC(=O)Cn2cccc2C(=O)c2ccccc2)c1	0.1	7.0	0.7	3.0
